PDI inh: inhibitors of human PDI, primary screen, biochemical, turbidity, single point, plate reader; Protein disulfide-isomerase (Homo sapiens), P07237; PDI insulin aggregation turbidity, A650, 90 min; inhibition, % at 10 µM; 0.052% of 350,000 active;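 active = mean inhibition across replicates of 30% or more, whatever share of single replicates reach that level; inconclusive = mean inhibition below 30% while every single replicate reaches 30%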;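 also: absorbance from insulin aggregation driven by PDI reduction with DTT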
Target sequence (P07237 whole entry, looked up): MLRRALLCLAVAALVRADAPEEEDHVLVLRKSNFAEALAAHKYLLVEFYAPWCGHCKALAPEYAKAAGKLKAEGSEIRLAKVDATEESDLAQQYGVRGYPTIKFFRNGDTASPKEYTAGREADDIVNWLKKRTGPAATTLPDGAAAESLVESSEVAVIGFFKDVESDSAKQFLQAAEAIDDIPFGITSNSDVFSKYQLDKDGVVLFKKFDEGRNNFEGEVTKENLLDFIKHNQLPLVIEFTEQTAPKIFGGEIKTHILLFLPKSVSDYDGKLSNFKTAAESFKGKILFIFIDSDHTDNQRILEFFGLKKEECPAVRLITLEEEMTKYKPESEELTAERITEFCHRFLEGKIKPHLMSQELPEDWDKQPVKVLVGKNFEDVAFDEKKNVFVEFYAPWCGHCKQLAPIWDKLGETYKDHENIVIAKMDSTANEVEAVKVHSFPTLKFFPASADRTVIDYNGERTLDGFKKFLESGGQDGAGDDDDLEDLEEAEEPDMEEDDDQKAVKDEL
Vif inh: HIV Vif self-association inhibitors, primary screen, imaging, HEK293T, single point. HEK293T cells, Vif self-association by quenched fluorescence, 24 h. inhibition, % at 7.49 µM. 0.35% of 340,000 active. AID 602346, 2012; in the data active = inhibition above about 50%, passing the limit was not always enough; inconclusive = no clear call, values can overlap the other calls; inactive = below about 31%; also: some results filed as inactive read as strong as hits
Peg3 prom inh: Peg3 promoter-driven luciferase inhibitors, primary screen, cell-based, HeLa, luciferase luminescence. HeLa PEG-Prom luciferase reporter, overnight. 1.7% of 360,000 active. inhibition, % at 20 µM;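 active = inhibition of at least 50% at 20 µM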
MITF TRPM1 inh: inhibitors of MITF-dependent TRPM1 promoter reporter, primary screen, cell-based, SK-MEL-5, single point, luciferase. SK-MEL-5 TRPM1 promoter luciferase, 24 h. inhibition, % at 12.5 µM. 0.83% of 330,000 active. AID 488899, 2010;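 active = mean inhibition across replicates of 60% or more, whatever share of single replicates reaches that level; inconclusive = some that reach 60%, reason not given; inactive = mean inhibition across replicates below 60%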; also: values of inactives mirror those of a sister screen read the other way
NR2E3 ag-1: inhibitors of NR2E3-RetCOR corepressor binding, primary screen, NR2E3 agonist project, biochemical, TR-FRET, GST-NR2E3, biotin-RetCOR; inhibition of corepressor binding, % at 4.78 µM; Photoreceptor-specific nuclear receptor (Homo sapiens), Q9Y5X4; 0.12% of 320,000 active; AID 2300, 2010; 1536-well;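 active = percent inhibition above the cutoff of mean plus 3 SD of all tested compounds, set per screening campaign, cut at about 20% in these data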;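 also: 0% = DMSO wells and 100% = biotin wells as full block of FRET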
Target sequence (Q9Y5X4 whole entry, looked up): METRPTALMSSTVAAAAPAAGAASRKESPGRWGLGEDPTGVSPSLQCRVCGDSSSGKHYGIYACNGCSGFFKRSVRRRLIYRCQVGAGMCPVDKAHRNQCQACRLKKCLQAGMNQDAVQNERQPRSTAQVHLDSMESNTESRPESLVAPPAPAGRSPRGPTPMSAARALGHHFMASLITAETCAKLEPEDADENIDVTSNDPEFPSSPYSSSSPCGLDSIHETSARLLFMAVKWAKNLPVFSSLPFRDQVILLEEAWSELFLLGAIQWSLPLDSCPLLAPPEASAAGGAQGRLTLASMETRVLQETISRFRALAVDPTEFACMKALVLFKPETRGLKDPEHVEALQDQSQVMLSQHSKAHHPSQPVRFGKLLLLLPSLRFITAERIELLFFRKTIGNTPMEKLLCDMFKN
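Assay system: NR2E3–RetCOR corepressor complex. Quantity: 1.35 nM GST-NR2E3. Buffer or medium: pH 7.5 Tris-based buffer. Reagent: biotinylated RetCOR corepressor at 7 nM final. Schedule: 5 h at 4 °C. Detection: TR-FRET, emission read at 617 and 671 nm. Replicates: one well per compound, singlicate testing.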
NR2E3 ag-2: NR2E3 agonists in two-hybrid cells, primary screen, cell-based, luminescence, CHO-S, Gal4-NCOR/VP16-NR2E3 | 0.35% of 360,000 active | inhibition of corepressor binding, % at 3.98 µM | luciferase | AID 602229, 2012 | Photoreceptor-specific nuclear receptor (Homo sapiens), Q9Y5X4;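 active = inhibition above the mean of all tested compounds plus 3 SD, cut at about 70% in these data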;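 also: 0% = DMSO with NR2E3 transfected cells and 100% = cells lacking NR2E3 construct; higher means lower luciferase signal from less NR2E3 corepressor binding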
KKLEB tox: cytotoxicity in KKLEB CF airway cells, primary screen, cytotoxicity control for CF NF-kB inhibitor project, cell-based, uHTS, fluorescence assay plates; KKLEB CF airway cells viability, ATPlite luminescence, overnight; hits give low values; cells stimulated with P. aeruginosa culture filtrate; activity change (cytotoxicity), % at 5 µM; 0.36% of 360,000 active; AID 602141, 2011;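 active = corrected activity change at or below -50% at 5 µM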
CF NFkB inh: inhibitors of PAF-induced NF-kB signaling, primary screen, cell-based, GFP fluorescence, uHTS. KKLEB NF-kB-GFP reporter, GFP fluorescence overnight. AID 588850, 2011. 0.86% of 360,000 active. inhibition, % at 5 µM;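 active = at least 50% inhibition at 5 µM, scaled per plate between neutral and stimulator controls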;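 also: PAF is a Pseudomonas aeruginosa culture filtrate used as stimulus; plate controls were PAF-stimulated DMSO wells for no effect and unstimulated DMSO wells for full effect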
CaV13 ICDI inh: Primary screen for inhibitors of IQ motif and Ca2+-dependent inactivation inhibitor domain binding in CACNA1D, Förster resonance energy transfer in living cells, … | HEK cells, CFP/YFP FRET ICDI-IQ, plate reader, 10 min; percent FRET-ratio fall versus neutral wells | AID 743397 | inhibition, % at 12.3 µM | 0.098% of 340,000 active;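 active = mean replicate inhibition of at least 30% and at least 1% of replicates passing that level; inconclusive = only one of the two criteria is met; inactive = neither criterion is met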;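 also: 0% = median of the neutral control wells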
HIF-2a inh: HIF-2a reporter inhibitors, primary screen, luminescence, 786-0 RCC cells. 786-0 RCC cells HIF-2a reporter, luciferase luminescence, overnight. inhibition, % at 18.8 µM. 0.72% of 360,000 active;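 active = inhibition of the luminescence signal of 40% or more relative to plate controls, in a single-dose primary screen at 18.75 µM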
Shn3 inh set2: reduction of Shn3 3'UTR firefly luciferase signal, primary screen, Schnurri-3 inhibitor project, cell-based, Clone20 osteoblasts, set 2. Clone20 osteoblast Shn3 3'UTR firefly luciferase, 24 h. 0.52% of 360,000 active. inhibition, % at 12.5 µM;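 active = mean inhibition of at least 75% with every replicate also reaching 75%; inconclusive = mean inhibition at least 75% but some replicate below; inactive = mean inhibition below 75%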;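 also: 0% = median of neutral control wells and 100% = pilot-screen positive control compound; some compounds past the cut are filed as inactive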
An asterisk follows results filed as active; ? = inconclusive; . = not tested or not shown; & = joins results of further samples. Rows were taken by chance (roughly 3.3% active in at least one column).

SMILES	PDI inh	Vif inh	Peg3 prom inh	MITF TRPM1 inh	NR2E3 ag-1	NR2E3 ag-2	KKLEB tox	CF NFkB inh	CaV13 ICDI inh	HIF-2a inh	Shn3 inh set2
COc1ccc(CC2c3cc(OC)c(OC)cc3CC[N+]2(C)CCC(=O)OCCCCCOC(=O)CC[N+]2(C)CCc3cc(OC)c(OC)cc3C2Cc2ccc(OC)c(OC)c2)cc1OC (stereo not drawn)	0	-2	15	1	-6	14	-22	-26	-5	-15	23
O=C(Cc1ccccc1)NCCS(=O)(=O)N1CCN(c2ccccc2)CC1	0	27	1	1	-4	-23	4	-10	-6	5	2
CCc1cccc(C)c1N(C(=O)Cn1c(COC)nc2ccccc21)C(C)COC (stereo not drawn)	16	7	6	-4	1	12	2	-5	-3	9	-23
CC(=O)Oc1ccc(C2=NN(c3ccccc3)C(c3ccccc3)C2)cc1 (stereo not drawn)	5	-3	15	4	2	-38	12	-18	-21	-33	-26
Cc1ccc2c(c1)c1nnc(SCC(=O)N3CCN(c4ccc(F)cc4)CC3)nc1n2CC(=O)O	-25	-2	13	1	-2	-21	9	0	-6	11	8
CN(CC(=O)Nc1ccc(F)cc1)C(=O)CSc1nc2ncc(Cl)cc2[nH]1	0	-4	4	1	-2	14	1	-40	-5	15	7
COc1ccccc1-n1cnnc1SCC(=O)Nc1ccccc1	5	3	-29	-9	-2	-19	3	5	-2	-55	-19
O=C(Nc1ccc(N2C(=O)C3C4C=CC(C4)C3C2=O)cc1)Nc1nnc(C(F)(F)F)s1 (stereo not drawn)	10	0	-5	.	3	-6	-2	-18	-6	-58	-21
CCc1nc2c(OCc3ccc(Cl)cc3Cl)cccn2c1N(C)C(=O)C1CC1	0	.	30	.	.	12	0	-15	-5	0	5
CC1CCCC(C)N1C(=O)COC(=O)c1ccc(Br)c(S(=O)(=O)N2CCOCC2)c1 (stereo not drawn)	-2	0	-7	1	.	-10	9	-6	-5	5	3
O=C(Cc1ccccc1)c1ccc(N2CCOCC2)cc1	-1	10	-248	-53	.	-77	-12	18	-5	-281	-24
NCCCC[C@H](NC(=O)C1CCNCC1)c1nnc([C@@H](N)Cc2ccc(O)cc2)o1	13	-3	-10	8	2	-25	7	2	-11	14	-17
COc1cccc(C(=O)Cn2c(=N)n(C)c3ccccc32)c1	0	38	-264	-4	-3	-136	-15	-13	.	-53	7
CCCCCc1nnc(NC(=O)Cc2cccs2)s1	-2	4	-19	-9	1	-18	-7	-5	-5	-19	-9
CC(=O)Oc1ccc2nc(CN3C(=O)c4ccc([N+](=O)[O-])cc4C3=O)oc(=O)c2c1	-7	6	8	8	2	-26	3	6	-1	13	-20
CCc1noc(C)c1C(=O)N1CCCC1	14	-1	7	2	6	-9	7	7	-8	20	3
COc1ccc(-c2ccc(=O)n(Cc3c(F)cccc3Cl)n2)cc1	-10	-2	-66	-34	-3	-93	-1	16	-5	-88	-25
CCc1sc(C(=O)Nc2ccc(OC)c(S(=O)(=O)N3CCOCC3)c2)cc1C	4	6	-2	.	.	-16	8	5	-16	3	17
CCOC(=O)c1c(C)[nH]c(C)c1S(=O)(=O)NCCc1ccco1	3	-8	14	6	0	-12	-11	9	-7	23	8
CN(C)CCNC(C(=O)Nc1cccc(C(F)(F)F)c1)c1ccccc1 (stereo not drawn)	2	-8	1	-3	2	-22	7	-3	0	-3	5
COc1c2occc2c(OC)c2c(=O)cc(C)oc12	5	?	-5	-4	1	-27	-4	-10	-4	6	-5
Cc1csc(Sc2ccc(C(=O)OCC(=O)Nc3ccc(F)cc3[N+](=O)[O-])cc2[N+](=O)[O-])n1	5	.	8	6	-4	-4	-13	4	-5	12	12
CCO/C=C1/C(=O)N(Cc2ccccc2)C(=O)c2ccccc21	5	-6	-3	-19	7	-16	5	-1	-2	7	-2
CCCN1Cc2cccc(C(=O)NCc3ccccc3)c2C1=O	1	-6	23	12	2	22	2	-10	-2	12	-8
Cc1cccc(C)c1OCCOCCN1CCN(C)CC1	4&-1	-7&6	7&-7	9&3	1	-14&-27	4&-1	0&8	-6&-3	7&13	52&-23
CCOC(=O)C1CCN(C(=O)CCCNC(=O)Cn2cnc3sc(C)c(C)c3c2=O)CC1	2	0	5	-3	0	-22	-4	-8	-2	1	-2
Cn1cc(/C=C2\SC(=S)N(NC(=O)c3cccc(Cl)c3)C2=O)c2ccccc21	0	11	-19	10	.	-20	-7	-6	-13	-41	-24
Cc1ccc(CNC(=O)COC(=O)c2cnc(C)cn2)cc1	6	-15	10	-4	6	9	12	-17	-4	7	0
COC(=O)c1cc(CN2C(=O)c3ccccc3C2=O)c(O)c([N+](=O)[O-])c1	3	-10	13	1	-1	37	13	3	-4	-2	5
O=C(Nc1ccccc1F)Nc1cccnc1Cl	13	-3	-82	-15	1	-12	4	6	-5	-129	-3
COCCn1c2nc(=O)n(-c3ccccc3)c(=O)c-2nc2ccccc21	-8	0	22	.	.	-1	2	3	-59	18	-18
CCOC(=O)Cc1nc2cc(Cl)ccc2o1	-14	-3	-3	10	-1	-9	-11	5	-5	14	-5
C=CCNC(=S)Nc1ccc(C)cc1[N+](=O)[O-]	1	4	-24	5	3	-21	-1	3	-2	-44	-4
CCN(CC)S(=O)(=O)c1ccc(/C(O)=C2/C(=O)C(=O)N(CCOC)C2c2ccccc2)cc1 (stereo not drawn)	6	-2	15	1	2	2	-4	8	0	9	7
CC(=O)c1cccc(NC(=O)c2ccc(OCc3c(C)noc3C)cc2)c1	9	-3	-3	-1	1	25	20	1	-6	-18	-1
CC1CC(C)CN(CCCSc2ccccc2)C1 (stereo not drawn)	2	8	6	1	-1	7	-6	24	-5	16	6
CCC(c1nnnn1Cc1cccs1)N1CCN(C(=O)c2ccco2)CC1 (stereo not drawn)	-1	0	3	-3	2	8	-15	-1	-2	6	-2
CCOC(=O)Cn1cc([N+](=O)[O-])c(OC)n1	7	.	4	2	0	2	-5	8	-1	10	2
Cc1cc(Cn2ccnc2)c(C)c([N+](=O)[O-])c1Cn1ccnc1	-1	-7	10	7	-2	-27	6	5	-4	16	-9
O=C(CN1CCN(Cc2ccccc2)CC1)N1CCN(c2ccccc2)CC1	-1	-6	11	14	2	-15	-2	-8	2	14	4
CC(=O)Nc1ccc(S(=O)(=O)NC(CC(=O)NCCc2ccccc2)C(C)C)cc1 (stereo not drawn)	3	-1	-56	-22	8	-21	-6	0	-6	-120	-4
CCOC(=O)N1CCN(c2c(NCCCN(CC)Cc3ccccc3)c(=O)c2=O)CC1	10	.	8	.	-2	7	9	-12	-6	-9	11
CC(=O)Nc1ccc2ccc3cccc4ccc1c2c34	-7	19	-24	-7	-2	-43	13	-39	-2	-50	6
COc1ccc2c(c1OC)C(=O)OC2Nn1cncn1 (stereo not drawn)	9	8	12	9	5	-10	3	6	-7	16	1
CC(=O)NC(Cc1ccccc1)C(=O)NC1CCN(C(=O)c2ccc([N+](=O)[O-])cc2)CC1 (stereo not drawn)	0	0	-5	-11	0	-12	2	-4	-4	15	7
COc1ccccc1-c1noc(-c2ccccc2)n1	-1	.	-289	-30	5	-193	-1	-19	-6	-228	-45
O=C(NC(=S)Nc1cccc2cc(O)ccc12)c1ccccc1Br	-4	3	29	-4	1	-45	5	-23	.	21	22
Cc1occc1C(=O)N/N=C/c1ccc[nH]1	1	-4	-40	-13	0	-114	-5	7	.	-54	-27
Cc1ccc(N(C(=O)C(F)(F)F)C(C(=O)NC2CCCCC2)c2ccncc2)cc1C (stereo not drawn)	-4	-27	14	-15	-1	-1	-6	16	-3	22	-22
COc1cc(C=O)ccc1Oc1nc(Nc2ccc(F)cc2F)nc(N2CCOCC2)n1	-5	2	6	-9	0	13	-5	-3	-1	24	6
CCOC(=O)C1CCCN(C(=O)Cn2ncc3c([nH]c4ccc(C)cc43)c2=O)C1 (stereo not drawn)	-14	-1	10	12	0	2	-1	28	-4	9	10
O=S1(=O)CCN(OCc2ccc(F)cc2Cl)CC1	9	6	19	-18	2	-6	8	6	-5	10	-10
O=C(CC[C@H]1O[C@@H](n2ccc(=O)[nH]c2=O)[C@H](O)[C@@H]1O)NC1CCN(Cc2ccccc2)C1 (stereo partly drawn)	.	-4	3	.	.	-8	-8	18	-4	3	-53
O=C(Cn1nc(-c2ccccc2)ccc1=O)NCCN1CCN(c2cccc(Cl)c2)CC1	-2	11	-15	3	4	23	-9	9	-3	12	2
Cc1nc(Nc2nc3ccccc3o2)nc(C)c1C(=O)Nc1ccc(F)cc1	-1	3	0	11	5	3	4	2	-5	18	5
CC(C)NC(=O)c1cc(C2CCCCN2S(=O)(=O)c2ccccc2)on1 (stereo not drawn)	-6	-5	11	.	.	-13	-8	12	-16	-1	11
CCCCCNC(=O)CC1Nc2c3ccccc3nc(=S)n2C1=O (stereo not drawn)	-6	8	7	3	3	19	8	14	-7	-6	5
NC(=O)C1(N2CCCCC2)CCN(C(=O)CSc2nc3ccccc3s2)CC1	8	.	10	1	-3	-25	8	2	-6	2	-22
Cc1cc(C(=O)OCC(=O)c2cccc([N+](=O)[O-])c2)c2ccccc2n1	-1	0	3	1	0	-26	-3	-6	-5	14	0
CC(=O)Nc1ccc(NC(=O)CCS(=O)(=O)c2ccc3c(c2)oc(=O)n3C)cc1	3	12	3	9	1	-28	1	12	-3	6	-1
O=C(CCNC(=O)C1CCN(S(=O)(=O)c2ccc(F)cc2)CC1)Nc1ccccc1	-9	-2	9	3	6	-3	-7	6	-3	10	-18
CN(C)S(=O)(=O)c1ccc2c(c1)nc(CCC(=O)Nc1ccc(N3CCOCC3)cc1)n2C	6	3	11	4	2	3	-8	5	9	7	-7

Screening data: PubChem BioAssay, several laboratories
